High-throughput results deposited in PubChem BioAssay by The Scripps Research Institute Molecular Screening Center.
GSTO1 inh – blocks human GSTO1 in RBBP9 counter-screen. recombinant GSTO1, activity-based probe fluorescence polarization. actives 1.1% (n = 300,000). P78417. AID 1974. inhibition, % at 5.96 µM;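 active = inhibition above the campaign mean inhibition plus 3 SD, cut at about 35% in these data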;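 note: 0% = GSTO1-1 with DMSO and 100% = wells lacking GSTO1-1 enzyme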
Target sequence (P78417 whole entry, looked up): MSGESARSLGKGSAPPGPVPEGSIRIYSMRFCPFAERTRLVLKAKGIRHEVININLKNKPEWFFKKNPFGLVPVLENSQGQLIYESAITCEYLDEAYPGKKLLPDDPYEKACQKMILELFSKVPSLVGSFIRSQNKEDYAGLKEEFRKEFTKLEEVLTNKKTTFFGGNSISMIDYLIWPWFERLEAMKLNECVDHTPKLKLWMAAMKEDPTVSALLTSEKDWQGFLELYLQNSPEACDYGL
Fam108B inh – blocks mouse Fam108B hydrolase in RBBP9 counter-screen; recombinant Fam108B, FP-Rh probe fluorescence polarization; inhibition, % at 9.51 µM; actives 0.33% (n = 300,000); AID 1947;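 active = inhibition above the screen mean inhibition plus 3 SD, computed separately per campaign, cut at about 18% in these data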;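 note: inhibitors lower polarization as less probe binds the enzyme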
PAFAH1B2 FP inh – PAFAH1B2 (human) inhibition | recombinant PAFAH1B2, FP-rhodamine activity probe, fluorescence polarization | actives 1.2% (n = 340,000) | inhibition, % at 3.39 µM;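 active = inhibition above the mean of all tested compounds plus 3 SD, cut at about 24% in these data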;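 note: 0% = enzyme with DMSO and 100% = wells lacking PAFAH1B2; many of its hits are not listed in these tables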
pPAFAH FP inh – pPAFAH (human) enzyme inhibition | Q13093 | inhibition, % at 3.39 µM | recombinant pPAFAH, FP-rhodamine probe fluorescence polarization | AID 463082 | actives 1.5% (n = 330,000);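 active = inhibition above the mean inhibition across the screen plus 3 SD, cut at about 25% in these data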;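 note: inhibitors block binding of the rhodamine activity-based probe so polarization drops; 0% = enzyme with DMSO and 100% = wells lacking pPAFAH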
Target sequence (Q13093 whole entry, looked up): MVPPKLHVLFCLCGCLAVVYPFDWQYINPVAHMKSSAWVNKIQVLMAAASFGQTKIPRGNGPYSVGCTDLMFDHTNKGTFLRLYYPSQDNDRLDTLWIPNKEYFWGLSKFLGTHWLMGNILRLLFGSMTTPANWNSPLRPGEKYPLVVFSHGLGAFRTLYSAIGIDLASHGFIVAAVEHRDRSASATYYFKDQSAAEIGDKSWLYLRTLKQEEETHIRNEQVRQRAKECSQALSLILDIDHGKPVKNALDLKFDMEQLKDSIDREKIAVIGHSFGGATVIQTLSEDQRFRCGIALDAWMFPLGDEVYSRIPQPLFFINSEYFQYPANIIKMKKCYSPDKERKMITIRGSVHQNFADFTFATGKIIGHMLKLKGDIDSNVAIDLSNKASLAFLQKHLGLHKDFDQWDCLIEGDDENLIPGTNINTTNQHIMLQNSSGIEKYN
LYPLA1 counter – blocks human lysophospholipase 1, a PME1 counter-screen; O75608; recombinant LYPLA1, FP-Rh probe fluorescence polarization; inhibition, % at 5.9 µM; actives 0.16% (n = 320,000);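 active = inhibition above the mean of all tested compounds plus 3 SD, set per campaign, cut at about 14% in these data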;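 note: inhibitors block serine hydrolase probe labeling of LYPLA1 so polarization falls; 0% = enzyme with DMSO and 100% = wells lacking LYPLA1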
Target sequence (O75608 whole entry, looked up): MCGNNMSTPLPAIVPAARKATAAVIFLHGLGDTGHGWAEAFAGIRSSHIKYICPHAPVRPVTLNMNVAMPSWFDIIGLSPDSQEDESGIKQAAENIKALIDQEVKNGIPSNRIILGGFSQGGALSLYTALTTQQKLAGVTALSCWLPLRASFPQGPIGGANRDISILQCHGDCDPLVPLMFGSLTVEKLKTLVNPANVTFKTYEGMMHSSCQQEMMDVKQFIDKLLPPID
PAFAH1B3 FP inh – inhibitors of human PAFAH1B3 | inhibition, % at 3.39 µM | recombinant PAFAH1B3, FP-rhodamine probe, fluorescence polarization | actives 0.28% (n = 340,000) | Q15102;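 active = inhibition above the screen-wide average of all tested compounds plus 3 SD, cut at about 25% in these data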;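 note: 0% = enzyme with DMSO only and 100% = wells lacking PAFAH1B3 protein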
PAD4 FP inh – blocks human protein arginine deiminase 4 | Q9UM07 | recombinant PAD4, RCA probe fluorescence polarization | inhibition, % at 6.36 µM | actives 0.41% (n = 330,000) | AID 485272;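 active = percent inhibition above a cutoff equal to the mean of all tested compounds plus 3 SD, cut at about 15% in these data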;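 note: 0% = PAD4 with RCA probe and DMSO and 100% = probe without PAD4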
PAFAH2 inh – inhibitors of human PAFAH2; inhibition, % at 3.39 µM; AID 492956; actives 0.99% (n = 340,000); recombinant PAFAH2, FP-rhodamine activity probe, fluorescence polarization;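 active = inhibition above the mean over all tested compounds plus 3 SD, cut at about 30% in these data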;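 note: inhibitors block probe labeling of enzyme so polarization drops; 0% = enzyme with DMSO and 100% = wells lacking PAFAH2 protein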
PME-1 inh – PME-1 (human) inhibition | Q9Y570 | recombinant PME-1, FP-Rh probe fluorescence polarization | inhibition, % at 5.9 µM | actives 0.53% (n = 320,000) | AID 2130;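 active = inhibition above the campaign mean of all compounds plus 3 SD, cut at about 26% in these data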;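 note: competitive labeling of PME-1 active site by serine hydrolase directed probe; 0% = PME-1 with DMSO and 100% = wells lacking PME-1 enzyme; inhibitors block probe labeling so polarization falls and inhibition rises; many of its hits are not listed in these tables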
* hit, by the source's call; x = no result given. A portion of the library; the hit share may differ from the screen's.

Every second line gives: pPAFAH FP inh | Fam108B inh | GSTO1 inh | PME-1 inh | PAFAH1B3 FP inh | LYPLA1 counter | PAFAH2 inh | PAFAH1B2 FP inh | PAD4 FP inh
- COC(=O)c1sccc1NC(=O)CN1CCN(c2ccc(F)cc2)CC1
    11.4 | 4.9 | 6.7 | -3.8 | 6.9 | -0.5 | 0.4 | 3.4 | -2.2
- Cc1nc(NC(=O)c2ccc3c(c2)OCCO3)ccc1Br
    -2.1 | -0.6 | -5.3 | -2.0 | -5.5 | -3.3 | 2.8 | -2.9 | 2.0
- COc1ccc(CCNC(=O)CSc2nnc(-c3ccccc3)o2)cc1OC
    -1.4 | 1.3 | -1.7 | -6.8 | 8.5 | 1.8 | -3.3 | 2.7 | 4.9
- O=C(CC1NC(=O)NC1=O)Nc1cccc2ccccc12 (centres undefined)
    2.7 | -4.5 | 11.1 | -0.7 | -8.2 | -4.6 | -5.5 | 0.3 | -0.6
- COc1ccc(/C(N)=N/OC(=O)CCC2CCCC2)cc1OC
    -0.1 | 3.7 | 1.2 | 5.0 | 7.8 | -0.7 | 11.0 | 7.6 | 2.4
- CC(=O)Nc1sc(C)c(C)c1C(=O)OCC(=O)Nc1ccccc1
    -4.7 | x | x | -15.0 | -3.2 | 2.5 | 4.4 | 1.1 | -3.4
- CCCn1c(SCC(=O)c2ccc(OC)c(OC)c2)nc2c1c(=O)n(C)c(=O)n2C
    1.5 | -2.5 | 0.5 | 2.9 | 0.0 | 0.7 | -1.1 | -0.8 | 1.1
- Cc1onc(-c2ccccc2)c1-c1nnc(-c2ccccc2C(F)(F)F)o1
    6.5 | -1.6 | -4.3 | -2.8 | 3.5 | -3.4 | 4.7 | 9.4 | -3.8
- COc1ccc(CNC(=O)Cn2cc([N+](=O)[O-])nc2C)cc1
    5.3 | 5.3 | 0.8 | -2.0 | 4.4 | 2.3 | 5.9 | 0.0 | 1.3
- C/C(=N\NC(=O)c1nnn(-c2nonc2N)c1CN(C)c1ccccc1)c1cccs1
    2.1 | -1.2 | 3.3 | 0.9 | 1.7 | -0.8 | 2.4 | -2.8 | 1.1
- COc1nc(OC/C(N)=N/O)nc(N2CCOCC2)n1
    1.1 | -2.4 | -1.9 | -0.7 | 1.9 | 3.5 | -3.4 | 1.5 | 0.9
- Cc1cc(NC(=O)/C=C/C(=O)N(c2ccccc2C)C(C(=O)NC2CCCC2)c2ccc(F)cc2)no1 (centres undefined)
    -7.3 | -6.7 | -36.8 | -1.4 | 2.6 | -6.8 | 3.3 | 4.9 | 6.2
- COc1ccc(C2CC(C(F)(F)F)n3nc(C(=O)Nc4c(C)n(C)n(-c5ccccc5)c4=O)c(Cl)c3N2)cc1 (centres undefined)
    6.6 | -1.4 | -12.9 | 1.1 | x | 0.4 | x | x | -1.6
- S=C(NCC1CC1)N/N=C/c1ccccc1Cl
    3.9 | -2.4 | -3.3 | 2.5 | 6.1 | -0.8 | 3.3 | 2.9 | 1.9
- C/C(=N\OCC(=O)Nc1cc(C)cc(C)c1)c1ccc2c(c1)OCCO2
    1.9 | 0.6 | 1.6 | -3.0 | -0.1 | -8.3 | -0.4 | 1.2 | -3.5
- Cc1c(C(=O)Nc2ccccc2)c2ccc(C(F)(F)F)cc2n1O
    1.9 | 4.3 | -7.1 | 1.4 | x | 0.0 | x | x | -2.7
- O=c1c2c(-c3cccs3)csc2[nH]c(=S)n1-c1ccccc1
    6.7 | 8.4 | 12.5 | 6.8 | -0.5 | 0.4 | 13.3 | 4.4 | -2.2
- O=C(CCCO)NC1Cc2ccccc2C1
    0.8 | -0.7 | 9.6 | -0.1 | 8.2 | -0.2 | 1.3 | 4.1 | -3.2
- CCOC(=O)N1CCC(c2cc(=O)n3[nH]c(-c4ccccc4)cc3n2)CC1
    6.7 | -0.7 | -1.2 | -3.7 | 4.7 | -4.9 | 15.7 | -4.8 | -5.2
- COc1ccc(Cl)c(OC)c1C(=O)NC(=O)Nc1nc(C)nc(C)n1
    -2.8 | 0.5 | -1.4 | 0.3 | -4.7 | -1.4 | -1.4 | 3.7 | 14.7
- CC(C)c1ccc(Nc2nc(Cl)nc(NCCO)n2)cc1
    5.1 | 3.4 | 2.5 | -0.4 | -0.5 | 1.6 | -19.0 | 4.3 | -1.8
- COc1ccc(C(=O)OCC(=O)Nc2ccc(N3CCOCC3)cc2)cc1OC
    -0.3 | x | x | 2.6 | 5.6 | -2.1 | 22.9 | 5.5 | 3.4
- COc1ccc(-c2nc(NC3=NCCCCC3)sc2C)cc1
    9.9 | 1.4 | -7.0 | -0.6 | 4.8 | -2.5 | -7.6 | 1.6 | -3.3
- O=C(Nc1ccc(NC(=O)C2CC2)cc1)c1cccs1
    0.6 | -3.1 | 0.8 | 2.1 | 6.9 | -0.1 | 3.8 | -2.6 | -2.9
- CCOc1ccc(CNn2cnnc2)cc1
    0.1 | -5.8 | 9.2 | 3.8 | 4.7 | 0.7 | 2.2 | 5.5 | 0.2
- Cc1ccc(OCC(=O)Nc2cccc(S(=O)(=O)N3CCCCC3)c2)c([N+](=O)[O-])n1
    2.3 | 2.5 | 3.8 | 8.7 | -2.0 | -1.8 | 8.6 | 1.7 | -1.0
- CC1(C)OC(c2ccccc2)=C/C(=C/C=N/NC(=O)c2ccncc2)O1
    16.7 | 1.2 | 1.6 | 12.0 | 11.7 | 2.3 | 26.1 | -2.6 | -9.5
- Cc1ccc(S(=O)(=O)N(CC(=O)NC2CCCCCC2)c2ccccc2F)cc1
    6.0 | -0.1 | -0.7 | 2.8 | 6.6 | 1.6 | -0.5 | 2.8 | -4.2
- Cc1cccc(Cn2nc(-n3cccc3)c3c(C)cc(C)nc32)c1
    4.3 | -2.1 | 4.5 | 13.2 | 8.3 | 5.8 | 4.0 | 7.4 | 5.4
- CCN(CC)CCNC(=O)CNC(=S)N(CCCN1CCOCC1)Cc1cccs1
    3.8 | -1.6 | -0.5 | -5.5 | 16.7 | 2.2 | -1.0 | -2.7 | 0.7

Only GSTO1 inh, PME-1 inh and PAFAH1B3 FP inh (3 entries from above):
compound | GSTO1 inh | PME-1 inh | PAFAH1B3 FP inh
S=C(NCC1CC1)N/N=C/c1ccccc1Cl | -3.3 | 2.5 | 6.1
C/C(=N\OCC(=O)Nc1cc(C)cc(C)c1)c1ccc2c(c1)OCCO2 | 1.6 | -3.0 | -0.1
Cc1c(C(=O)Nc2ccccc2)c2ccc(C(F)(F)F)cc2n1O | -7.1 | 1.4 | x

The list continues.
Every second line gives: pPAFAH FP inh | Fam108B inh | GSTO1 inh | PME-1 inh | PAFAH1B3 FP inh | LYPLA1 counter | PAFAH2 inh | PAFAH1B2 FP inh | PAD4 FP inh
- Cc1ccc2nc(N3CCC(C(=O)O)CC3)nc(-c3ccccc3)c2c1
    6.7 | 1.1 | 54.1* | -6.0 | 3.8 | -4.4 | 3.4 | -2.2 | -2.9
- COc1cc(OC)cc(C(=O)N2CCN(C(=O)c3cccc(F)c3)CC2)c1
    1.5 | -1.7 | 0.4 | -2.5 | 7.6 | 0.9 | -2.5 | -7.0 | 0.7
- COC(=O)CN(c1ccc(OC)c(OC)c1)S(C)(=O)=O
    1.0 | 3.6 | 8.4 | 0.6 | 1.1 | 3.9 | -0.1 | 1.1 | 5.8
- O=C(Cc1ccccc1)Nc1ccc(N2CCN(Cc3ccccc3F)CC2)cc1
    0.0 | 0.7 | -4.0 | -5.0 | 0.4 | 1.7 | 4.7 | 3.6 | -2.6
- CCCCNC(=O)CCC(=O)NNc1nc2ccccc2c2nc(-c3ccccc3)nn12
    0.6 | -0.2 | 1.9 | -1.1 | -3.4 | -8.1 | 10.5 | 2.0 | -0.8
- CCOC(=O)c1c(CC(C)C)csc1NC(=O)COC(=O)C1=NNC(=O)CC1
    1.8 | -0.3 | 3.3 | -4.6 | 4.8 | -1.7 | -3.3 | 4.6 | -0.9
- Cc1ccc(-n2c(SCC(=O)Nc3cccc(S(N)(=O)=O)c3)nc3ccccc32)cc1
    22.4 | -9.6 | -15.0 | -16.0 | -1.6 | -14.8 | 11.2 | -1.9 | -4.6
- Cc1cccc(C)c1NC(=O)CN(C)C(=O)CN1C(=O)NC(C)(C)C1=O
    -0.7 | x | x | -0.8 | 5.3 | 3.0 | 0.1 | 9.9 | -1.2
- CCc1cc2c(N3CCN(C(=O)c4ccco4)CC3)ncnc2s1
    4.7 | -1.4 | -9.4 | -0.7 | 0.3 | 0.5 | -4.2 | 2.2 | 8.2
- COc1ccc(C(CCNC(C)c2ccccc2)c2ccc(F)cc2)cc1 (centres undefined)
    1.7 | -2.4 | -3.5 | 3.1 | 4.4 | -4.5 | -0.2 | 6.4 | -1.9
- NC(=O)c1ccccc1NS(=O)(=O)c1ccc(F)cc1
    13.9 | 3.6 | 6.1 | -0.2 | -2.6 | -4.5 | -1.9 | 4.1 | -1.4
- Cc1cc(C)nc(NC(=S)Nc2ccc(F)cc2F)c1
    2.5 | 3.2 | 1.6 | 0.9 | 8.9 | -4.5 | 3.5 | 2.2 | 0.9
- COc1ccc(C2C(C(=O)N3CCN(C)CC3)c3cc(OC)c(OC)cc3C(=O)N2C)cc1 (centres undefined)
    0.9 | 0.3 | -5.0 | -0.2 | 6.0 | 0.7 | 3.4 | 4.3 | -1.0
- O=C(NC1CCCC1)C(c1ccco1)N(Cc1ccccc1)C(=O)c1csnn1 (centres undefined)
    -0.5 | 3.7 | -0.7 | -0.5 | 7.5 | 2.0 | 4.0 | 6.8 | 5.4
- Cc1ccc2cc(-c3noc(C4CCCO4)n3)c(=O)[nH]c2c1 (centres undefined)
    -0.8 | 1.4 | -0.3 | 5.0 | -1.3 | 0.8 | 14.1 | 3.9 | 7.5
- O=C(Cc1ccsc1)N1CCN(S(=O)(=O)c2cc(C(F)(F)F)cc(C(F)(F)F)c2)CC1
    -5.2 | 2.5 | -1.4 | -2.2 | -2.8 | -0.5 | 1.0 | 0.3 | -3.5
- O=S(=O)(Nc1nc2ccccc2nc1Nc1ccc(N2CCOCC2)cc1)c1cc(Cl)ccc1Cl
    18.7 | 2.3 | 1.7 | 3.5 | 6.0 | 0.6 | 7.8 | 3.2 | 1.4
- COc1ccccc1N1CCN(C(=O)c2cc(C)on2)CC1
    -0.8 | 9.8 | 2.4 | -1.9 | 2.1 | 3.2 | 6.2 | 6.8 | -2.9
- Cc1csc(=O)n1CC(=O)OCC(=O)NCc1ccc(F)cc1
    -3.3 | 2.2 | -8.3 | -0.3 | 6.5 | -0.2 | 4.7 | -1.2 | -3.3
- Cc1cc(C)c(NC(=O)/C=C\C(=O)O)c(Cl)c1
    1.1 | 0.1 | -3.1 | 0.0 | 1.6 | -0.8 | -1.8 | -2.8 | 2.5
- CCOC(=O)C1=C(N)Oc2ccc3ccccc3c2C1c1cccnc1 (centres undefined)
    16.6 | -2.5 | -6.9 | -1.1 | -0.8 | -1.0 | 2.0 | 1.1 | -1.6
- COC(=O)c1ccc(C(=O)N(C)C2CCCN(Cc3ccccc3F)C2)cc1 (centres undefined)
    -2.2 | -3.7 | 6.6 | -1.4 | 1.9 | 2.0 | 1.6 | -1.2 | -0.5
